Bioassay records deposited in PubChem by National Center for Advancing Translational Sciences (NCATS).
CHX counter – affects cycloheximide protein synthesis inhibition readout, counter-screen | cell reporter, cycloheximide protein synthesis inhibition counterscreen | max response, % | 12% of 300,000 active | AID 2314; in the data active = max response mostly above about 13%, no sharp cut-off; inactive = mostly below about 14%; note: read at 38.3 µM for the half of the compounds with a filed dose; 0% is about no effect
FBPA Giardia inh – inhibitors of Giardia lamblia fructose-1,6-bisphosphate aldolase; A8B2U2; purified Giardia FBPA; Potency, µM (series often up to 59.6 µM), for inactives: top-dose activity, negative = inhibition, hits mostly inhibitors; 0.71% of 290,000 active; AID 2451; note: potency is the fitted concentration of half-maximal effect; % is set by controls: 0 for no effect and ±100 for the full control effect; nearly all actives have a fitted effect of over 55% in size
Target sequence (A8B2U2 whole entry, looked up): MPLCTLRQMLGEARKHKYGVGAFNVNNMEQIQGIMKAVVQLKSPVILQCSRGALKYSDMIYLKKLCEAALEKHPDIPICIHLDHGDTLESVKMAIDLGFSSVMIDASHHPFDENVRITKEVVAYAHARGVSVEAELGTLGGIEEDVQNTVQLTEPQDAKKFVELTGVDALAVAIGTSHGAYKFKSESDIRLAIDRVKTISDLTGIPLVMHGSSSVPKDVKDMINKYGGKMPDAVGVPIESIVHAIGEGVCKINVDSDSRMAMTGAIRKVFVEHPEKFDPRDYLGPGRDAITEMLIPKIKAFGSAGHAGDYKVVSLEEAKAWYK
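40 nM FBPA preincubated 10 min at RT with compound (up to 57.5 uM final), then substrate plus GAPDH/TPI/NAD/arsenate coupling and diaphorase/resazurin added. Fluorescence read after 20 min at RT, 525/598 nm.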
Shiga toxin inh – blocks Shiga toxin action in Vero cells. inhibition, % at 38.7 µM. Vero cells, Shiga toxin protein synthesis inhibition reporter. 9.2% of 290,000 active; in the data active = inhibition mostly above about 28%, no sharp cut-off; inactive = mostly below about 43%; note: 0% is about no effect
Pf growth 48h – inhibits P. falciparum growth in the first generation, 48 h | P. falciparum luciferase growth in erythrocytes, 48 h | Potency, µM (titrated, usually from 28.7 µM), for inactives: at the highest dose activity change, negative = inhibition, most hits filed as inhibitors | 5.9% of 310,000 active; note: potency is the fitted concentration of half-maximal effect; % is set by controls: 0 for no effect and ±100 for the full control effect
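In quantitative HTS format, infected erythrocytes bearing luciferase-reporter parasites were treated for a single generation at 37 C. Luminescence after adding detection reagent served as the growth measure.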
Pf growth 96h – P. falciparum growth inhibition at 96 hour, primary screen for plastid delayed-death inhibitors | 6.9% of 320,000 active | Potency, µM (titrated, usually from 28.7 µM), inactives show at the highest dose activity change, negative = inhibition, most hits filed as inhibitors | P. falciparum luciferase reporter growth, 96 h; note: potency is the fitted concentration of half-maximal effect; % is set by controls: 0 for no effect and ±100 for the full control effect
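Erythrocytes infected with luciferase-expressing P. falciparum were dispensed at 2% hematocrit and 0.05% parasitemia (final), then incubated with compounds 96 hours at 37 C in 5% CO2. Luminescence after detection reagent addition reported growth.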
HCV inhibitor – blocks hepatitis C virus; AID 651820; Huh7.5.1 HCVcc-Cre infection, luciferase reporter, 44 h; Potency, µM (doses to about 41.8 µM), inactives show at the highest dose activity change, negative = inhibition, actives largely listed as inhibitors; 3.4% of 340,000 active; note: potency is the fitted concentration of half-maximal effect; % is set by controls: 0 for no effect and ±100 for the full control effect
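HCVcc-Cre virus at an moi near 0.5 was added right after compound to cells cultured 4 h from seeding (1,000 cells/well). Luciferase activity was determined 44 h later, 15 min after substrate addition at RT.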
The depositor's hits bear a star; ? = inconclusive; . = not tested or not shown; & = joins results of further samples; [ ] = dose if it differs, or a comment. Unless noted, calls come from the whole dose curve; as a rule, active = well fitted curve in the direction sought with a large enough effect; inconclusive = small, poorly fitted or top-dose-only effect, or another doubt; inactive = no such curve, though single readings can be large; an effect the other way counts as inactive or inconclusive.

item	mol	Shiga toxin inh	CHX counter	HCV inhibitor	Pf growth 48h	FBPA Giardia inh	Pf growth 96h
1	CC(C)N(Cc1nccn1C)C(=O)CC1C(=O)NCCN1Cc1ccccc1C(F)(F)F (stereo unspecified)	18.8	-1.6	-10.6%	-5.4%	-24.9%	111.5%[activator]
2	CCn1c(COc2ccc(=O)n(-c3ccccc3)n2)n[nH]c1=S	-5.3	-5.6	1.2%	?	-25.4%	?
3	Cc1ccc(OCC(=O)NCc2n[nH]c(=O)c3ccccc23)cc1	.	.	-24.0%	39.7%[activator]	.	-13.0%
4	CC(=O)c1ccc(COC(=O)Cc2ccc([N+](=O)[O-])cc2)cc1	5.1	1.0	5.5%	29.1%	10.3%	86.9%[activator]
5	Fc1ccccc1CSc1nc2ccccc2[nH]1	86.1*	53.6*	-0.5%	.	-1.9%	236.6%[activator]
6	CCCc1c(O)nc(SCCN(CC)CC)[nH]c1=O	-21.2	-3.2	-3.3%	-7.9%	-11.8%	.
7	COc1cccc(N2CCN(CC(=O)NCc3ccccc3)CC2)c1	-17.8	-3.6	19.1%	-4.8%	5.5%	29.7%
8	COC(=O)c1ccc(Cn2c(CN3CCOCC3)nc3ccccc3c2=O)o1	1.1	-0.9	-7.5%	6.0%	2.3%	24.0%
9	CC(C(=O)N1CCN(Cc2ccc3c(c2)OCO3)CC1)c1ccc([N+](=O)[O-])cc1 (stereo unspecified)	4.9	2.8	4.0%	-24.4%	6.0%	15.1%[5.75 µM]
10	COc1ccc(C(=O)c2nc3c(n2O)CCCC3)cc1OC	-8.9	-3.7	-14.0%	.	-19.6%	-28.9%
11	COCCc1ncc(CN2CCCC(C(=O)Nc3cccc(-c4cccc(C)c4)c3)C2)cn1 (stereo unspecified)	-4.7	-3.1	?	?	.	?
12	COCc1nnc(NC(=O)c2ccc(NC(C)=O)cc2)s1	-1.2	-1.9	11.0%	32.0%[activator]	-0.7%	?
13	CC1CCN(S(=O)(=O)c2ccc3c(c2)CCN3C(=O)CCC(=O)O)CC1	18.9	-1.3	-4.9%	-0.7%	13.2%	?
14	O=C(c1ccco1)N1CCN(Cc2ccccc2F)CC1	1.2	8.9	13.6%	424.9%[activator]	?	-47.8%
15	NC(=NCCc1ccccc1)NS(=O)(=O)c1ccccc1F	-3.7	-2.4	14.2%	8.8%	6.6%	24.2%
16	CCOCc1nnc(NC(=O)CCS(=O)(=O)Cc2ccccc2)s1	-3.1	-1.0	?	-15.8%	7.1%	8.9%
17	CS(=O)(=O)N1CC(C(=O)NN)Oc2ccc(Cl)cc21 (stereo unspecified)	-29.0	-3.4	8.7%	15.3%	1.4%	?
18	COc1ccccc1OCC(=O)N1CCN(Cc2ccc3c(c2)OCO3)CC1	9.9	-1.0	9.3%	-11.8%	-0.3%	6.5%
19	CCN(CC)S(=O)(=O)c1cc(NC(=O)C(=O)c2c(-c3ccccc3)cc3ccccn23)ccc1C	1.4	-1.8	12.6µM*	.	-3.5%	11.7µM*
20	Cc1ccc(C(=O)N2C3C=CC(C3)C2(C(F)(F)F)C(F)(F)F)cc1 (stereo unspecified)	-17.0	-1.5	5.0%	38.2%[activator]	1.5%	6.6%
21	CCOc1ccc(/C=N/NC(=S)Nc2c(C)cccc2C)cc1	-4.7	9.7	?	.	10.0%	2.62µM*
22	Cc1cc(S(=O)(=O)N2CCCC2)ccc1OCC(=O)N1CCC(C(N)=O)CC1	11.8	1.0	4.9%	-5.5%	4.1%	-7.4%
23	CC(C)c1ccc(C(=O)NNC(=O)C2C3CCC(C3)C2C(=O)O)cc1 (stereo unspecified)	101.2*	39.1*	.	103.2%[activator]	.	197.1%[activator]
24	O=C(NCc1ccccc1CN1CCCC1)c1cccc(N2CCCC2=O)c1	.	.	?	?	.	4.15µM*
25	CCCCCn1c(CCNC(=O)CCC)nc2ccccc21	-22.1	-5.8	-3.2%	-3.9%	-2.6%	?
26	CC1CCCCC1NC(=O)c1cncc(Br)c1 (stereo unspecified)	-4.8	1.6	-9.3%	.	4.9%	-14.2%
27	COCC1CCN(C(=O)CC2C(=O)NCCN2Cc2cccc(Oc3ccccc3)c2)CC1 (stereo unspecified)	-6.6	0.6	10.8%	14.7µM*	.	0.4%
28	Cc1ccc(NC(=O)CNC(=O)c2cccs2)c(O)c1	.	.	0.5%	45.1%[activator]	.	?
29	CC(C)C1C(C#N)=C(N)Oc2n[nH]c(-c3ccc4ccccc4c3)c21 (stereo unspecified)	2.0	-2.7	5.2%	.	0.2%	-0.7%
30	CCCCOc1ccccc1C(=O)NCC(=O)O	32.8	-2.6	4.1%	7.9%	12.2%	.
31	COc1cccc(C(C(=O)NC2CCCC2)N(C(=O)c2ccco2)c2cccc(C(C)=O)c2)c1OC (stereo unspecified)	-12.2	3.3	-11.0%	1.85µM*	18.9%	-24.7%
32	Cc1ccc(NC(=O)NC2=N/C(=C(/C#N)C(=O)N3CCCC3)c3ccccc32)cc1	57.8	19.6*	?	36.8%[activator]	18.7%	?
33	COc1ccccc1NC(=O)CCc1nc2ccccc2s1	55.3	14.5*	-11.2%	0.0%	0.5%	19.8%
34	COC(=O)c1ccc(CN2CCN(C(C)C)C(CCO)C2)cc1 (stereo unspecified)	-2.6	-2.4	6.7%	50.4%[activator]	0.2%	?
35	O=C(CN1CCCC1)Nc1sc2c(c1C(=O)Nc1ccccc1)CCCC2	-10.4	0.8	?	?	.	?
36	OC(CNC1CCCCC1)COCCOc1ccc(Br)cc1 (stereo unspecified)	-15.8	-2.7	7.94µM*	10.4µM*	-3.6%	11.7µM*
37	O=C1CN(S(=O)(=O)c2ccccc2)CCN1S(=O)(=O)c1ccccc1	-1.6	-1.9	5.4%	-6.9%	6.8%	-2.6%
38	Cc1cnc(NC(=O)CSc2nnc(-c3ccc(Cl)cc3Cl)n2N)s1	20.9*	24.6*	4.7%	30.7%[activator]	-5.6%	.
39	COc1ccc(CCNC(=O)C/C(C)=N/NC(=O)c2ccc(Cl)cc2Cl)cc1OC	9.5	9.2	7.9%	0.5%	4.9%	17.6%
40	Cc1cc(NS(=O)(=O)c2ccc(Nc3nc(-c4sc(NC(=O)c5ccccc5)nc4C)cs3)cc2)no1	-12.3	0.1	.	11.9%	3.4%	.
41	COP(=O)(Cc1ccc(C#N)o1)OC	21.7	-2.0	13.0%	60.3%[activator]	2.3%	4.6%
42	CCOC(=O)c1c(C)[nH]c(C(=O)OCC(=O)NC2CCS(=O)(=O)C2)c1C (stereo unspecified)	-8.6	-4.4	1.7%	4.0%	-25.1%	20.6%
43	COc1ccc(Cn2c(N)c(S(=O)(=O)c3cccs3)c3nc4ccccc4nc32)cc1	-9.4	-1.6	13.0%	7.0%	-7.5%	32.9%[activator]
44	Cc1cc(C)c(NC(=O)C2c3ccccc3Oc3ccccc32)c(C)c1	16.2	5.9	36.0%[activator]	29.6%	7.5%	51.5%[activator]
45	Cc1ccccc1N/N=C/c1c(C)nc2ccccn12	-5.4	-2.9	?	9.28µM*	1.5%	?
46	CC(=O)Nc1cccc(Oc2cnc3ccccc3n2)c1	45.7*	17.2*	-23.3%	77.4%[activator]	-8.6%	83.1%[activator]
47	Cc1ccc(N2C(=O)CC(N(O)C3CC(=O)N(c4ccc(C)cc4)C3=O)C2=O)cc1 (stereo unspecified)	35.9	0.3	19.0%	9.2%	-0.6%	26.0%
48	CCOc1ccc(N2C(=O)CC(Sc3nc(CC(C)C)ccc3C#N)C2=O)cc1 (stereo unspecified)	-5.7	-2.1	8.4%	?	-11.1%	?
49	COc1ccccc1NC(=O)c1cc2cc(Br)ccc2oc1=N	-0.2	3.6	?	?	13.4%	?
50	Cc1ccnc(NC(=O)CCC(=O)N(CC(=O)NC2CCCCC2)CC2CCCO2)c1 (stereo unspecified)	-2.0	-3.9	20.2%	-14.0%	3.4%	.
51	CSc1cccc(NS(=O)(=O)c2ccc(F)cc2)c1	5.8	3.3	-8.8%	14.8%	-11.9%	.
52	O=C(/C=C/c1cccc([N+](=O)[O-])c1)NCCSCc1c(Cl)cccc1Cl	-13.2	-2.1	?	-3.3%	-3.5%	-8.8%
53	CCOC(=O)C1=C(COC(=O)c2ccccc2OC)NC(=O)NC1C (stereo unspecified)	.	.	-5.1%	11.4%	.	20.4%
54	Cc1cc(C(=O)N/N=C/c2ccc(Br)o2)n[nH]1	31.2	11.4	4.0%	21.1%	-3.1%	14.2%
55	COc1ccc(N(C)S(=O)(=O)c2cccc(C(=O)NC3CCCC(C)C3C)c2)cc1 (stereo unspecified)	.	.	?	?	.	?
56	CN(C(=O)c1ccoc1)c1ccc2ccccc2c1	-9.7	-3.0	-18.7%	6.5%	.	?
57	Cc1ccccc1-c1nnc(SCC(=O)Nc2cccc(C)c2C)o1	12.1	-2.7	1.6%	60.3%[activator]	1.7%	.
58	Cc1ccc(NC(=O)c2ccc(NCCCN3CCC(C)CC3)c([N+](=O)[O-])c2)c(C)c1	-6.9	-7.6	11.2µM*	3.29µM*	18.1%	?
59	CCC(NC(=O)c1ccccc1O)c1ccccc1 (stereo unspecified)	-23.9	-2.9	-7.7%	-23.5%	-2.5%	17.5%
60	COc1cc(/C=N/n2c(C)n[nH]c2=S)ccc1OCc1ccc(F)cc1	65.3*	48.5*	8.2%	?	7.6%	93.5%[activator]

Compound profiles, as listed above. Order of values: Shiga toxin inh	CHX counter	HCV inhibitor	Pf growth 48h	FBPA Giardia inh	Pf growth 96h
COc1ccccc1NC(=O)c1cc2cc(Br)ccc2oc1=N reads -0.2	3.6	?	?	13.4%	?
CCC(NC(=O)c1ccccc1O)c1ccccc1 (stereo unspecified) reads -23.9	-2.9	-7.7%	-23.5%	-2.5%	17.5%
COc1ccc(N(C)S(=O)(=O)c2cccc(C(=O)NC3CCCC(C)C3C)c2)cc1 (stereo unspecified) reads .	.	?	?	.	?
Cc1cc(C(=O)N/N=C/c2ccc(Br)o2)n[nH]1 reads 31.2	11.4	4.0%	21.1%	-3.1%	14.2%

Next part
item	mol	Shiga toxin inh	CHX counter	HCV inhibitor	Pf growth 48h	FBPA Giardia inh	Pf growth 96h
61	CCCCn1c(O)c(N=NC(=O)c2ccco2)c2ccccc21	86.0*	65.9*	-2.2%	?	-0.1%	?
62	O=C(Nc1c2n(c(=S)n(-c3ccccc3)c1=O)CCCCC2)c1ccccc1	5.5	-3.6	9.7%	-6.5%	5.5%	0.4%
63	COC(=O)[C@H](CCSC)NC(=O)N1CCN(Cc2ccccc2)CC1	9.6	-2.6	2.6%	11.4%	-0.2%	-14.6%
64	COc1ccc(N2CCN(CC(O)COCCOc3ccc(Br)cc3)CC2)cc1 (stereo unspecified)	13.7	-2.9	-16.5%	-7.6%	-13.7%	-27.9%
65	CC(O)c1cccc(N=Cc2ccc3ccccc3c2O)c1 (stereo unspecified)	-5.0	-1.0	7.2%	40.6%[activator]	3.6%	1.5%
66	CC(NC(=O)/C(C#N)=C1\N=C(NC(=O)c2ccco2)c2ccccc21)c1ccccc1 (stereo unspecified)	7.0	1.5	3.1%	2.7%	0.5%	59.8%[activator]
67	O=C(NCc1ccco1)c1sc2ccccc2c1Cl	83.8*	25.4*	?	62.9%[activator]	0.0%	3.29µM*
68	COc1cccc(C2=Nn3c(nnc3-c3cc(OC)ccc3OC)SC2)c1	-1.6	-4.5	.	.	-0.7%	.
69	NC(=S)NNC(=O)c1cccc(Cl)c1	-5.9	5.2	9.6%	8.9%	-29.9%	0.5%
70	COc1ccccc1-n1cnnc1SCC(=O)Nc1nc(C)c(Cl)cc1Cl	-4.9	-1.9	-3.5%&0.3%	-10.5%	-1.2%	21.8%

Rows were taken by chance; 24% or so of the library scored in one or more.
